From PubChem BioAssay
M17LAP inhibition: P. falciparum M17LAP inhibitors, primary screen, biochemical, fluorogenic H-Leu-NHMec substrate, 1536-well (AID 1619) | Leucine aminopeptidase (Plasmodium falciparum (isolate 3D7)) | recombinant M17LAP, H-Leu-NHMec fluorogenic kinetic assay; higher % means a stronger effect | inhibition, % at 30 µM, or IC50 in µM where a hit was titrated | actives 0.38% (n = 220,000);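 active means compound inhibiting the enzyme by more than half at any dose during confirmatory dose-response retesting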;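 further: plate controls were full reaction with DMSO carrier for no effect and no enzyme background for full effect; strong numbers were not always called active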
NOD1 NF-kB reporter: NOD1 signaling inhibitors, primary screen, cell-based, luminescence, uHTS (AID 1578). inhibition, % at 4 µM; hits with a dose series show EC50 in µM. actives 1% (n = 290,000). NOD1-driven NF-kB luciferase reporter cells, luminescence; higher % means a stronger effect; in the data active means inhibition mostly above about 36%, no sharp cut-off; inactive means mostly below about 34%;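 further: HEK-293T reporter cells stimulated with the NOD1 agonist gamma-tri-DAP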
Dynein transport: inhibitors of GR-EGFP nuclear translocation, primary screen, dynein cargo transport inhibitor project, imaging, high-content, 3617.4 mouse cells; test concentration mostly 20 µM; stimulated with dexamethasone, 1 µM; hits give low values; z-score, hits read low; actives 0.47% (n = 220,000); AID 1381, 2008;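 active means plate z-score of nuclear minus cytoplasmic receptor signal below a set negative limit, without overly bright fluorescence or cell loss, cut at about -3.5 in these data, passing the limit was not always enough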;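 further: z-score of nuclear minus cytoplasmic ring GR-EGFP intensity difference per well; some compounds called inactive have numbers as strong as hits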
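Buffer or medium: tet-free, stripped-serum medium; Also added: dexamethasone, 1.0 µM final; Technique: high-content fluorescence imaging after fixation; Times: 48 h induction, 1 h compound, 30 min dex at 37 °C; Read-out: per-cell GR-EGFP intensity, nucleus versus surrounding cytoplasmic ring, well-averaged.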
Insulin prom up: insulin promoter activators in MIN6 cells, imaging, high-content screening, mouse beta cells. MIN6 insulin promoter-GFP reporter; hits give high values. z-score at 5 µM. actives 0.3% (n = 190,000). AID 1625, 2009;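 active means z-score above 3 at 5 µM with at least 500 cells counted in the well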
MT stabilizer: microtubule stabilizers in HeLa cells, primary screen, imaging, high-content imaging. % tubulin-high responders, % at 10 µM. HeLa tubulin immunostaining HCS, 24 h; share of cells brighter than vehicle mean+2SD. actives 0.83% (n = 200,000);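 active means plate Z-score above 3 for both tubulin-high and condensed-nucleus cell shares, with cell loss under 80%, at 10 µM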;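 further: anti alpha tubulin signal scored within the nucleus-defined area of each cell; some results filed as inactive read as strong as hits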
NOD2 inhibition: NOD2 signaling inhibitors, cell-based, luminescence, uHTS, HEK293 (AID 1566). HEK293 NOD2/NF-kB luciferase reporter, luminescence; higher % means a stronger effect. inhibition, % at 4 µM; hits with a dose series show EC50 in µM. actives 0.63% (n = 290,000); in the data active means inhibition above about 50%; further: many of its hits are not listed in these tables
b-catenin transl: modulators of beta-catenin nuclear translocation, primary screen, imaging, HeLa cells, immunofluorescence, high-content | nuclear translocation activity, % at 5 µM | actives 0.3% (n = 190,000);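 active means nuclear translocation activity above 50% at 5 µM, with a well cell count of 50 or more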;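 further: per-cell ratio of nuclear to cytoplasmic median beta-catenin stain intensity; plate controls were DMSO negative control for no effect and GSK-3 inhibitor IX positive control for full effect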
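Test system: HeLa cells, endogenous beta-catenin; Compound: single 5 µM dose plus 0.02–20 µM confirmation series; Times: compound exposure 24 h at 37°C; Signal: fluorescence imaging of beta-catenin antibody stain plus DAPI; Read-out: % activation, nuclear-to-cytoplasmic median beta-catenin signal ratio per cell.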
Yfh1-depleted yeast: enhancers of respiration in Yfh1-depleted yeast, dose response, Friedreich's ataxia, plus single-dose screen (AID 1465) | S. cerevisiae Yfh1-off respiration, WST-1 reduction, 72 h; higher fold induction means a stronger effect | fold induction at 50 µM, or EC50 in µM where a hit was titrated | actives 0.074% (n = 220,000);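 active means fold induction of absorbance versus untreated yeast above a set limit, then at least 30% activation at any dose in follow-up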;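 further: activators that raise dye reduction in frataxin-depleted yeast; strong numbers were not always called active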
Autophagy mod: autophagy modulators in MEF cells, primary screen, imaging, high-content, MEF GFP-LC3; MEF GFP-LC3 puncta imaging; test concentration mostly 10 µM; calls only at 10 µM (by protocol); actives 0.98% (n = 190,000);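 active means percentage of spot-positive cells more than 3 SD above its plate mean, without a fluorescence outlier flag or 80% toxicity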;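 further: spot-positive cell cutoff set from DMSO-treated cells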
Dynein transport cytoplasmic EGFP: recorded beside Dynein transport, whose call it bears; z-score; measured here: cytoplasmic GR-EGFP intensity; hits give high values
Dynein transport nuclear GR-EGFP: recorded beside Dynein transport, whose call it bears; z-score; measured here: nuclear GR-EGFP intensity;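 lower value marks the stronger effect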
Dynein transport cell count: further read-out of Dynein transport, marked with its call; z-score; measured here: cell count per field
Insulin prom up cell count: recorded beside Insulin prom up, whose call it bears; cell count; measured here: cytotoxicity, nuclei count;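 total cells summed across four imaged fields per well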
b-catenin transl cell count 5 µM: also measured in b-catenin transl; calls as there; cell count; measured here: cell count, cytotoxicity flag
MT stabilizer Hoechst-high %: also measured in MT stabilizer; calls as there; % Hoechst-high responders; measured here: nuclear condensation Hoechst responders;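 share of cells brighter than vehicle mean plus two SD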
MT stabilizer cytotoxicity %: second read-out of MT stabilizer, no call of its own (marks repeat the call); toxicity, %; measured here: cytotoxicity by cell density;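 0% = mean cell density of plate MIN control wells and 100% = no cells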
Autophagy mod cell loss 18 h: recorded beside Autophagy mod, whose call it bears; toxicity, %; measured here: cell loss, nuclei count;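 cell loss after 18 h compound exposure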
* marks the source's active call; other numbers are inactive results. Some of the compounds tested; rates above refer to the full screens.

How did O=C(CNS(=O)(=O)N1CCOCC1)N/N=C/c1cccnc1 do in these assays?
NOD1 NF-kB reporter: -29%; Dynein transport: -1.3; Insulin prom up: 0.4; MT stabilizer: 2.0; NOD2 inhibition: 14%; b-catenin transl: -0.2; Yfh1-depleted yeast: inactive; Autophagy mod: inactive; Dynein transport cytoplasmic EGFP: -0.19; Dynein transport nuclear GR-EGFP: -0.41; Dynein transport cell count: 0.65; Insulin prom up cell count: 1378; b-catenin transl cell count 5 µM: 965; MT stabilizer Hoechst-high %: 1.8; MT stabilizer cytotoxicity %: 10; Autophagy mod cell loss 18 h: -7

Results for CCOC(=O)/C=c1\s/c(=C\c2sccc2C)c(=O)n1CC(=O)NCc1ccc(C)cc1 ?
M17LAP inhibition: 3%; NOD1 NF-kB reporter: -16%; Dynein transport: -1; Insulin prom up: -0.2; MT stabilizer: 4.2; NOD2 inhibition: 14%; b-catenin transl: 0.4; Yfh1-depleted yeast: inactive; Autophagy mod: active; Dynein transport cytoplasmic EGFP: -0.15; Dynein transport nuclear GR-EGFP: -0.4; Dynein transport cell count: 1.1; Insulin prom up cell count: 1379; b-catenin transl cell count 5 µM: 1558; MT stabilizer Hoechst-high %: 2.5; MT stabilizer cytotoxicity %: 16; Autophagy mod cell loss 18 h: -31*

How did O=c1cc(CN2CCN(c3ccc(F)cc3)CC2)c2cc3c(cc2o1)CCCC3 do in these assays?
M17LAP inhibition: 14%; NOD1 NF-kB reporter: 12%; Dynein transport: -0.12; Insulin prom up: -0.01; MT stabilizer: 2.9; NOD2 inhibition: -18%; b-catenin transl: 0.4; Yfh1-depleted yeast: inactive; Autophagy mod: inactive; Dynein transport cytoplasmic EGFP: -0.11; Dynein transport nuclear GR-EGFP: 0.27; Dynein transport cell count: 0.84; Insulin prom up cell count: 1087; b-catenin transl cell count 5 µM: 1473; MT stabilizer Hoechst-high %: 2.9; MT stabilizer cytotoxicity %: 4.4; Autophagy mod cell loss 18 h: 3

What do the screens show for `CCOc1ccc(C2C(C(=O)c3ccco3)=C(O)C(=O)N2CCCn2ccnc2)cc1` (stereo not given)?
M17LAP inhibition: 16%; NOD1 NF-kB reporter: -25%; Dynein transport: 1; MT stabilizer: 3.3; NOD2 inhibition: -12%; Yfh1-depleted yeast: inactive; Autophagy mod: inactive; Dynein transport cytoplasmic EGFP: 0.08; Dynein transport nuclear GR-EGFP: 0.91; Dynein transport cell count: -1.3; MT stabilizer Hoechst-high %: 1.0; MT stabilizer cytotoxicity %: 7.6; Autophagy mod cell loss 18 h: -3

Results for COC(=O)c1ccc(NC(=S)NCCCn2ccnc2)cc1 ?
M17LAP inhibition: 11%; NOD1 NF-kB reporter: -25%; Dynein transport: -0.48; Insulin prom up: 0.05; MT stabilizer: 1.8; NOD2 inhibition: 8%; b-catenin transl: 1.1; Yfh1-depleted yeast: inactive; Autophagy mod: inactive; Dynein transport cytoplasmic EGFP: -0.22; Dynein transport nuclear GR-EGFP: -0.076; Dynein transport cell count: 0.84; Insulin prom up cell count: 1441; b-catenin transl cell count 5 µM: 1445; MT stabilizer Hoechst-high %: 1.3; MT stabilizer cytotoxicity %: 7.2; Autophagy mod cell loss 18 h: -12

How did Cc1nn(C)c(C)c1/C=C(\C#N)C(N)=O do in these assays?
M17LAP inhibition: 21%; NOD1 NF-kB reporter: -32%; Dynein transport: -0.72; Insulin prom up: 0.7; MT stabilizer: 4.4; NOD2 inhibition: -8%; Yfh1-depleted yeast: inactive; Autophagy mod: inactive; Dynein transport cytoplasmic EGFP: -0.33; Dynein transport nuclear GR-EGFP: -0.64; Dynein transport cell count: 0.93; Insulin prom up cell count: 1404; MT stabilizer Hoechst-high %: 2.4; MT stabilizer cytotoxicity %: 1.2; Autophagy mod cell loss 18 h: 1

What do the screens show for `C/C(=N/N1CCN(Cc2cccc3ccccc23)CC1)c1ccco1`?
M17LAP inhibition: -1%; NOD1 NF-kB reporter: 0%; Dynein transport: -0.29; Insulin prom up: -0.22; NOD2 inhibition: 8%; b-catenin transl: 2.5; Yfh1-depleted yeast: inactive; Dynein transport cytoplasmic EGFP: -0.28; Dynein transport nuclear GR-EGFP: -0.55; Dynein transport cell count: 0.67; Insulin prom up cell count: 1082; b-catenin transl cell count 5 µM: 1264

How did Cc1ccc(-c2nc3ccccn3c2C=O)cc1 do in these assays?
M17LAP inhibition: 8%; NOD1 NF-kB reporter: -59%; Dynein transport: 2; Insulin prom up: 0.47; MT stabilizer: 4.4; NOD2 inhibition: -77%; b-catenin transl: -2.2; Yfh1-depleted yeast: inactive; Autophagy mod: inactive; Dynein transport cytoplasmic EGFP: -0.094; Dynein transport nuclear GR-EGFP: 1.4; Dynein transport cell count: -0.9; Insulin prom up cell count: 1552; b-catenin transl cell count 5 µM: 1063; MT stabilizer Hoechst-high %: 2.5; MT stabilizer cytotoxicity %: 5.0; Autophagy mod cell loss 18 h: -2

Results for CCCCCNc1nc2sc3c(c2c(=O)n1-c1cccc(Cl)c1)CCN(C)C3 ?
M17LAP inhibition: 1%; NOD1 NF-kB reporter: -1%; Dynein transport: -1.9; Insulin prom up: -0.26; NOD2 inhibition: 17%; b-catenin transl: 0.0; Yfh1-depleted yeast: inactive; Dynein transport cytoplasmic EGFP: -0.057; Dynein transport nuclear GR-EGFP: -0.8; Dynein transport cell count: 0.86; Insulin prom up cell count: 954; b-catenin transl cell count 5 µM: 1366

What do the screens show for `O=c1c(O)cccc2cc(O)c(O)c(O)c12`?
M17LAP inhibition: 44%; NOD1 NF-kB reporter: -14%; Dynein transport: -0.55; Insulin prom up: -0.28; NOD2 inhibition: 1%; b-catenin transl: 0.0; Yfh1-depleted yeast: inactive; Dynein transport cytoplasmic EGFP: -0.053; Dynein transport nuclear GR-EGFP: -0.27; Dynein transport cell count: 0.87; Insulin prom up cell count: 1408; b-catenin transl cell count 5 µM: 1080

Results for CC(C)CC(CO)N1CCN(C(=O)c2ccc(C(C)(C)C)cc2)CCC1=O (stereo not given) ?
M17LAP inhibition: -1%; NOD1 NF-kB reporter: 31%; Dynein transport: 0.61; Insulin prom up: 0.48; MT stabilizer: 3.4; NOD2 inhibition: -1%; Yfh1-depleted yeast: inactive; Autophagy mod: inactive; Dynein transport cytoplasmic EGFP: -0.12; Dynein transport nuclear GR-EGFP: 0.61; Dynein transport cell count: 0.6; Insulin prom up cell count: 1213; MT stabilizer Hoechst-high %: 2.0; MT stabilizer cytotoxicity %: 7.2; Autophagy mod cell loss 18 h: -2

What do the screens show for `C=CCn1c2ccccc2c2nnc(SC(CC)C(=O)Nc3nc(C)c(C(=O)OCC)s3)nc21` (stereo not given)?
M17LAP inhibition: -1%; NOD1 NF-kB reporter: 18%; Dynein transport: -1.7; Insulin prom up: -0.67; MT stabilizer: 2.8; NOD2 inhibition: 0%; b-catenin transl: -0.6; Autophagy mod: inactive; Dynein transport cytoplasmic EGFP: -0.071; Dynein transport nuclear GR-EGFP: -0.47; Dynein transport cell count: 0.76; Insulin prom up cell count: 1626; b-catenin transl cell count 5 µM: 1380; MT stabilizer Hoechst-high %: 1.4; MT stabilizer cytotoxicity %: 2.2; Autophagy mod cell loss 18 h: -2

How did O=C(O)c1ccccc1C(=O)NCc1ccc(F)cc1 do in these assays?
M17LAP inhibition: 10%; Dynein transport: 1.8; Insulin prom up: -0.05; MT stabilizer: 4.0; NOD2 inhibition: -4%; b-catenin transl: 4.0; Yfh1-depleted yeast: inactive; Autophagy mod: inactive; Dynein transport cytoplasmic EGFP: -0.12; Dynein transport nuclear GR-EGFP: 1.5; Dynein transport cell count: -2.1; Insulin prom up cell count: 1523; b-catenin transl cell count 5 µM: 1342; MT stabilizer Hoechst-high %: 2.6; MT stabilizer cytotoxicity %: 7.8; Autophagy mod cell loss 18 h: 8

How did CCn1cc(C(=O)O)c(=O)c2cnc(N3CCN(C(=S)NC(=O)c4ccccc4Cl)CC3)nc21 do in these assays?
M17LAP inhibition: 6%; NOD1 NF-kB reporter: -6%; Dynein transport: -0.088; Insulin prom up: 0.37; NOD2 inhibition: 6%; b-catenin transl: -0.7; Yfh1-depleted yeast: inactive; Dynein transport cytoplasmic EGFP: -0.24; Dynein transport nuclear GR-EGFP: -0.088; Dynein transport cell count: 0.27; Insulin prom up cell count: 1483; b-catenin transl cell count 5 µM: 1283

At a glance, part of the list above.
How did O=C(O)c1ccccc1C(=O)NCc1ccc(F)cc1 do in these assays?
M17LAP inhibition: 10%; Dynein transport: 1.8; Insulin prom up: -0.05; MT stabilizer: 4.0; NOD2 inhibition: -4%; b-catenin transl: 4.0; Yfh1-depleted yeast: inactive; Autophagy mod: inactive; Dynein transport cytoplasmic EGFP: -0.12; Dynein transport nuclear GR-EGFP: 1.5; Dynein transport cell count: -2.1; Insulin prom up cell count: 1523; b-catenin transl cell count 5 µM: 1342; MT stabilizer Hoechst-high %: 2.6; MT stabilizer cytotoxicity %: 7.8; Autophagy mod cell loss 18 h: 8

How did CCn1cc(C(=O)O)c(=O)c2cnc(N3CCN(C(=S)NC(=O)c4ccccc4Cl)CC3)nc21 do in these assays?
M17LAP inhibition: 6%; NOD1 NF-kB reporter: -6%; Dynein transport: -0.088; Insulin prom up: 0.37; NOD2 inhibition: 6%; b-catenin transl: -0.7; Yfh1-depleted yeast: inactive; Dynein transport cytoplasmic EGFP: -0.24; Dynein transport nuclear GR-EGFP: -0.088; Dynein transport cell count: 0.27; Insulin prom up cell count: 1483; b-catenin transl cell count 5 µM: 1283
